HIF-2a inh: HIF-2a reporter inhibitors, primary screen, luminescence, 786-0 RCC cells. 786-0 RCC cells HIF-2a reporter, luciferase luminescence, overnight. 360,000 tested, 0.72% active. inhibition, % at 18.8 µM;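 active = inhibition of the luminescence signal of 40% or more relative to plate controls, in a single-dose primary screen at 18.75 µM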
NR2E3 ag-1: inhibitors of NR2E3-RetCOR corepressor binding, primary screen, NR2E3 agonist project, biochemical, TR-FRET, GST-NR2E3, biotin-RetCOR | AID 2300, 2010 | inhibition of corepressor binding, % at 4.78 µM | 1536-well | 320,000 tested, 0.12% active;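 active = percent inhibition above the cutoff of mean plus 3 SD of all tested compounds, set per screening campaign, cut at about 20% in these data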;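 note: 0% = DMSO wells and 100% = biotin wells as full block of FRET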
Target sequence (Q9Y5X4 whole entry, looked up): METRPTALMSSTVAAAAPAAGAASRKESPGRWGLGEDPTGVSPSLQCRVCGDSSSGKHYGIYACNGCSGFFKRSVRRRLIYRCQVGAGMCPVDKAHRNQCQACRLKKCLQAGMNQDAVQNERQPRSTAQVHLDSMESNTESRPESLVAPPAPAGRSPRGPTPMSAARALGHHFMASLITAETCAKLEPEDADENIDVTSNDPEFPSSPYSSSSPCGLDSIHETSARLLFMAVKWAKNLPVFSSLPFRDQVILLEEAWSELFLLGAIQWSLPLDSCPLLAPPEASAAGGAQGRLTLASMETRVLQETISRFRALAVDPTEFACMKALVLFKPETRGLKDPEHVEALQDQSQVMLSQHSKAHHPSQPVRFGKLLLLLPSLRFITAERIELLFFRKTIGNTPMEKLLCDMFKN
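Format: 1536-well format; test system: GST-NR2E3 and biotin-RetCOR proteins; read-out basis: percent inhibition of TR-FRET ratio; timing: 5 h incubation at 4 °C; detection: time-resolved FRET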
hiPSC survival: enhancers of single-cell hiPSC survival, primary screen, ATPlite luminescence | 100% = ROCK inhibitor wells, 0% = DMSO | survival enhancement, % at 20 µM | 360,000 tested, 0.044% active; in the data active = survival enhancement above about 18%;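 note: cells exposed to compounds for 16 hours before the ATP read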
CaV13 ICDI inh: Primary screen for inhibitors of IQ motif and Ca2+-dependent inactivation inhibitor domain binding in CACNA1D, Förster resonance energy transfer in living cells, …; HEK cells, CFP/YFP FRET ICDI-IQ, plate reader, 10 min; percent FRET-ratio fall versus neutral wells; inhibition, % at 12.3 µM; 340,000 tested, 0.098% active;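 active = mean replicate inhibition of at least 30% and at least 1% of replicates passing that level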;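 note: 0% = median of the neutral control wells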
Cardio protect: cardioprotection against H2O2-induced cell death, primary screen, uHTS, H9c2 cells, ATPLite luminescence | 360,000 tested, 0.63% active | protection from H2O2 cell death, % at 20 µM | H9c2 cardiomyocytes, H2O2 injury protection, 2 h | AID 588492, 2011;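 active = compounds giving at least 50% protection of heart cells from peroxide-induced death in the single-dose screen, raw or plate-pattern-corrected value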;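 note: 0% = DMSO wells with peroxide and 100% = DMSO wells without peroxide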
Peg3 prom inh: Peg3 promoter-driven luciferase inhibitors, primary screen, cell-based, HeLa, luciferase luminescence. HeLa PEG-Prom luciferase reporter, overnight. AID 588405, 2011. inhibition, % at 20 µM. 360,000 tested, 1.7% active;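 active = inhibition of at least 50% at 20 µM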
PDI turbidity: inhibitors of human PDI, primary screen, biochemical, turbidity, single point, plate reader; PDI insulin aggregation turbidity, A650, 90 min; inhibition, % at 10 µM; 350,000 tested, 0.052% active; AID 588391, 2011;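 active = mean inhibition across replicates of 30% or more, whatever share of single replicates reach that level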;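 note: absorbance from insulin aggregation driven by PDI reduction with DTT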
HTR2A ag: mouse Htr2a agonists via beta-arrestin recruitment, primary screen, cell-based, luminescence. activation, % at 7.6 µM. CHO-K1 mHTR2A beta-arrestin complementation; percent of 30 µM serotonin response. 360,000 tested, 0.66% active. 5-hydroxytryptamine receptor 2A (Mus musculus), P35363;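 active = activation above a run cutoff, the mean activation of all tested compounds plus 3 SD, cut at about 14% in these data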;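 note: 0% = plate median of compound wells and 100% = 30 µM serotonin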
Target sequence (P35363 whole entry, looked up): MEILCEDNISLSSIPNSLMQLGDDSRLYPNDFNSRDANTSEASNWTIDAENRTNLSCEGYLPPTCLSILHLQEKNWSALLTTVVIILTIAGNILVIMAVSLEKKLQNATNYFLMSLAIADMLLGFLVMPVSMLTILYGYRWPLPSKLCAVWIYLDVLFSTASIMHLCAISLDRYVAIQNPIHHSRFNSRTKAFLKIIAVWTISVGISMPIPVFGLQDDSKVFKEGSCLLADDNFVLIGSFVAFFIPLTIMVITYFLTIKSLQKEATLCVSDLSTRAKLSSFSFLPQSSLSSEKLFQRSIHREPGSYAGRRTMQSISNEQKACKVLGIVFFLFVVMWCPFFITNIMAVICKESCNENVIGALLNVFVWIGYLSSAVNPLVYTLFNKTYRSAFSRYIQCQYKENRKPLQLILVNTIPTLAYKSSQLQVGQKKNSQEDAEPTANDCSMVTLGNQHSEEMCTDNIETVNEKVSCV
NR2E3 ag-2: NR2E3 agonists in two-hybrid cells, primary screen, cell-based, luminescence, CHO-S, Gal4-NCOR/VP16-NR2E3. Photoreceptor-specific nuclear receptor (Homo sapiens), Q9Y5X4. inhibition of corepressor binding, % at 3.98 µM. 360,000 tested, 0.35% active. AID 602229, 2012. luciferase;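 active = inhibition above the mean of all tested compounds plus 3 SD, cut at about 70% in these data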;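 note: 0% = DMSO with NR2E3 transfected cells and 100% = cells lacking NR2E3 construct; higher means lower luciferase signal from less NR2E3 corepressor binding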
Shn3 3UTR inh: reduction of Shn3 3'UTR firefly luciferase signal, primary screen, Schnurri-3 inhibitor project, cell-based, Clone20 osteoblasts, set 2 | Clone20 osteoblast Shn3 3'UTR firefly luciferase, 24 h | 360,000 tested, 0.52% active | inhibition, % at 12.5 µM | AID 588674, 2011;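 active = mean inhibition of at least 75% with every replicate also reaching 75%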;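 note: 0% = median of neutral control wells and 100% = pilot-screen positive control compound; some compounds past the cut are filed as inactive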
TRPM1 prom inh: inhibitors of MITF-dependent TRPM1 promoter reporter, primary screen, cell-based, SK-MEL-5, single point, luciferase. 330,000 tested, 0.83% active. AID 488899, 2010. SK-MEL-5 TRPM1 promoter luciferase, 24 h. inhibition, % at 12.5 µM;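 active = mean inhibition across replicates of 60% or more, whatever share of single replicates reaches that level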; note: values of inactives mirror those of a sister screen read the other way
Starred values were filed as active, the others as inactive; x = no result given.

SMILES | HIF-2a inh | NR2E3 ag-1 | hiPSC survival | CaV13 ICDI inh | Cardio protect | Peg3 prom inh | PDI turbidity | HTR2A ag | NR2E3 ag-2 | Shn3 3UTR inh | TRPM1 prom inh
Cc1cc2c3c([nH]c2cc1S(=O)(=O)N1CCC2(CC1)OCCO2)CC(C)(C)CC3=O | 28 | 2 | 0.2 | -6 | -7 | 27 | 2 | 6 | 0 | 4 | -3
O=C(O)CNC(=O)c1ccc(OC(F)F)cc1 | 9 | -1 | -0.7 | -9 | 2 | -1 | -6 | -1 | 7 | -10 | 9
CC1(C(=O)NS(=O)(=O)c2cccs2)CCN1C(=O)C1CC1 (stereo unspecified) | 6 | x | 5.8 | -10 | 10 | 8 | -4 | 0 | 15 | 7 | x
Cc1ccccc1OCC(=O)Nc1ccc2c(c1)Cc1ccccc1-2 | -19 | -2 | -1.4 | -7 | 1 | -26 | 1 | 0 | -17 | 14 | 3
COc1ccc(C=NNc2ccc(S(=O)(=O)Nc3ccccc3C(=O)O)cc2[N+](=O)[O-])c(OC)c1 | 3 | x | 0.7 | x | -4 | -3 | -1 | -7 | 5 | 11 | 12
O=C(CSc1ccc(F)cc1)NC(=O)NCc1ccccc1 | 13 | -7 | 1.2 | -2 | 0 | 8 | 1 | 2 | -21 | -3 | -1
C/C(=C/C=N/Nc1nc(N2CCCCC2)nc(N2CCCCC2)n1)c1ccccc1 | 1 | 0 | -1.0 | -4 | -2 | 32 | -1 | 0 | -7 | 8 | -9
c1ccc(-c2csc(N3CCCCCC3)n2)cc1 | -210 | 2 | -3.4 | 0 | -22 | -158 | 4 | -4 | 1 | -55 | -61
O=C(O)CNC(=S)N(Cc1ccccc1Cl)C1CCCC1 | 11 | 5 | -0.3 | 2 | 1 | 10 | -3 | -2 | 12 | -10 | 8
CCN(CC(=O)NCc1ccc(Cl)cc1)C(=O)/C=C/c1cc(OC)c(OC)c(OC)c1 | 6 | 3 | -0.4 | -2 | -2 | -4 | -20 | 1 | 8 | -3 | 4
Cc1ccccc1NC(=O)Cn1nc(-c2ccccc2)nc1-c1ccccc1 | 23 | -1 | -1.2 | -5 | 15 | 20 | -7 | 3 | -2 | 13 | 5
Cc1ccc(N(CN2C(=O)C3C4CCC(C4)C3C2=O)C(=O)c2ccco2)cc1 (stereo unspecified) | 23 | 0 | -0.6 | -5 | 0 | 25 | -1 | -3 | -11 | 12 | -23

The list goes on, overlapping the part above by 2 compounds.
SMILES | HIF-2a inh | NR2E3 ag-1 | hiPSC survival | CaV13 ICDI inh | Cardio protect | Peg3 prom inh | PDI turbidity | HTR2A ag | NR2E3 ag-2 | Shn3 3UTR inh | TRPM1 prom inh
Cc1ccccc1NC(=O)Cn1nc(-c2ccccc2)nc1-c1ccccc1 | 23 | -1 | -1.2 | -5 | 15 | 20 | -7 | 3 | -2 | 13 | 5
Cc1ccc(N(CN2C(=O)C3C4CCC(C4)C3C2=O)C(=O)c2ccco2)cc1 (stereo unspecified) | 23 | 0 | -0.6 | -5 | 0 | 25 | -1 | -3 | -11 | 12 | -23
Cc1ccc2nc(NC(=O)C3CCCN(S(=O)(=O)c4cnc[nH]4)C3)sc2c1 (stereo unspecified) | -117 | 2 | -0.3 | -3 | 1 | -259 | 6 | 1 | -28 | -14 | -36
Nc1c(S(=O)(=O)c2cccs2)c2nc3ccccc3nc2n1Cc1ccccc1 | 12 | 1 | 0.1 | -4 | -1 | 16 | -5 | 5 | 3 | 6 | -9
CCc1noc(C)c1C(=O)Nc1cc(Cl)ccc1N1CCOCC1 | 7 | 1 | -0.3 | -6 | 1 | 9 | 3 | 3 | -24 | -3 | -6
CCOc1ccc(N(CC(=O)NCc2ccccc2)C(=O)Cn2nnc(-c3ccc(C)o3)n2)cc1 | 7 | 3 | -0.6 | -3 | -1 | 17 | 9 | -9 | -15 | -10 | -1
CCCOc1ccc(C(=O)NNC(=S)NC(=O)c2cc(-c3ccc(Cl)cc3)nc3ccccc23)cc1 | 6 | 1 | 1.1 | x | -6 | -12 | -1 | 1 | -32 | 16 | 8
CCOC(=O)C1(Cc2ccccc2)CCN(Cc2csc(C(C)=O)c2)CC1 | 12 | -4 | 0.5 | -4 | -3 | 19 | 3 | 2 | 1 | 57 | -4
CCCC(=O)NNc1cc(=O)c2c(=O)n(C)c(=O)n(C)c2[nH]1 | 13 | -1 | 5.2 | x | 5 | 17 | -6 | -1 | -3 | -8 | -13
O=C(CSc1nc(C(F)(F)F)cc(=O)[nH]1)Nc1ccc2c(c1)OCCO2 | 8 | -2 | 0.5 | -6 | -3 | -2 | 6 | -1 | 0 | 7 | 1
CCCn1c(SCC(=O)Nc2ccccc2N2CCCCC2)nc2c1c(=O)n(C)c(=O)n2C | -1 | 1 | 2.1 | -7 | 26 | 36 | -11 | 1 | -10 | 33 | -6
COc1ccc(NC(=O)C(c2ccccc2)N(C)C(=O)CNC(C)=O)cc1 (stereo unspecified) | 5 | -2 | -1.7 | -5 | 2 | -4 | -4 | 4 | -18 | -27 | 8
CCCCNC(=O)C1c2cc(OC)c(OC)cc2C(=O)N(C)C1c1cccs1 (stereo unspecified) | 11 | 2 | 1.6 | -6 | 2 | -1 | -3 | 4 | 1 | 3 | 8
C[C@H]1CN([C@@H](C)CO)C(=O)CCCn2cc(nn2)CO[C@@H]1CN(C)C(=O)c1cc(-c2ccccc2)on1 | 2 | x | 0.2 | -6 | 2 | -3 | 2 | 6 | 9 | -2 | x
O=C(CSc1ccc2ccccc2n1)NCc1ccc2c(c1)OCO2 | 5 | 5 | -0.9 | -3 | 9 | -2 | -1 | -1 | -21 | 0 | 11
O=C(CN1CCc2ccccc2C1)Nc1cccc(S(=O)(=O)N2CCCC2)c1 | 12 | 2 | -0.3 | -18 | -5 | 28 | 1 | 14 | 5 | 2 | 17
Cc1ccc(CC(=O)NC(C)CCc2ccccc2)cc1 (stereo unspecified) | 9 | -2 | -1.4 | -5 | -4 | 2 | 4 | 0 | -16 | -3 | -10
Cc1ccc(S(=O)(=O)Oc2ccc(/C=N/NC(=O)c3cccnc3)cc2)cc1 | -3 | 4 | -0.3 | -5 | 7 | -4 | 23 | -6 | 6 | -3 | -1
CCN(CC)c1nc(Nc2ccccc2)nc(Oc2ccc(C(=O)OC)cc2)n1 | 30 | 3 | -3.4 | -4 | -9 | 30 | -2 | -5 | 2 | 32 | 7
COc1cccc(-c2nnc(SCC(=O)N3CCCc4ccccc43)o2)c1 | -12 | -2 | -1.0 | -5 | 0 | 0 | -14 | 1 | -35 | 27 | -12
CCOC(=O)N1CCN(C(=O)c2c[nH]c3ccc(S(=O)(=O)N(C)c4ccc(OCC)cc4)cc3c2=O)CC1 | 9 | 0 | -0.5 | -7 | -2 | 0 | 2 | 0 | 2 | 0 | -3
COCCn1c(SCC(=O)c2c(N)n(C3CC3)c(=O)[nH]c2=O)nnc1-c1cccc(C)c1 | 19 | 0 | -0.4 | -2 | 17 | 2 | -6 | 1 | 28 | 2 | -5
CC(=O)c1ccc(NC(=O)/C(=C\c2ccccc2)NC(=O)/C=C/c2ccccc2)cc1 | -2 | -1 | -3.3 | x | 6 | -3 | -6 | -4 | -52 | -6 | 0
COc1cc(S(=O)(=O)Nc2ncn[nH]2)ccc1Cl | 6 | 2 | 0.9 | -6 | 4 | 7 | 5 | -8 | 10 | 10 | 14
Cn1c(-c2ccccc2)cnc1SCC(=O)NCc1ccco1 | 5 | 3 | -1.3 | -6 | 4 | -9 | -7 | -3 | -13 | -7 | -9
O=C(c1cccs1)N1CCN(C23CC4CC(CC(C4)C2)C3)CC1 | -9 | 3 | -0.3 | -4 | 3 | -25 | -4 | 2 | -33 | 13 | -9
CC1(C)CC(NC(=O)c2cc(S(=O)(=O)N3CCOCC3)c(Cl)cc2Cl)CC(C)(C)N1 | 0 | -1 | -0.4 | x | 0 | -6 | 6 | 0 | 19 | 1 | -5
O=C(N/N=C/c1c(O)ccc2ccccc12)c1ccc(CO)nc1 | 22 | -2 | -0.4 | -7 | 59* | 55* | 3 | 0 | -27 | 82 | 46
COc1cc(C(=O)NC2CCN(CC(=O)NC3CCCCC3C)CC2)cc(OC)c1OC (stereo unspecified) | 3 | 0 | -0.4 | -3 | 3 | -2 | 1 | -3 | 1 | 4 | 4
CN(C)c1ccc(NC(=O)CSc2nc3ccccc3c(=O)n2C2CCCCC2)cc1 | -2 | 1 | -1.6 | -4 | 0 | -6 | -3 | -3 | 6 | 18 | -1
CCc1nnc(NC(=O)CCS(=O)(=O)c2ccc(C)cc2)s1 | -10 | 1 | 0.0 | -7 | 5 | -16 | 5 | 0 | 17 | -7 | -8
CC12CCC(C(=O)Nc3cccc(Cl)c3Cl)([C@H](Br)C1=O)C2(C)C (stereo partly specified) | 16 | -1 | -0.7 | -2 | -3 | 16 | 5 | -3 | 10 | 20 | 8
O=C(Nc1cccnc1)c1ccccc1Cl | 2 | 2 | 1.4 | -11 | -3 | -31 | -4 | -2 | 6 | -2 | 5
Cc1ccc(N=C2NC(=O)/C(=C/C=C/c3ccco3)S2)cc1 | -158 | 1 | 0.0 | -5 | 0 | -122 | -17 | 2 | -19 | -49 | -17
O=C(NCCC1=CCCCC1)C1CCN(Cc2cnn(-c3ccccc3)c2-n2cccc2)CC1 | 8 | 4 | -2.1 | x | -12 | 8 | 14 | -5 | -11 | 13 | -14
Nc1nncn1C(=O)c1ccc(Cl)cc1Cl | 20 | -2 | -0.5 | 1 | 12 | 13 | 0 | 3 | 10 | -8 | 1
CCN(CC)S(=O)(=O)c1cc(C(=O)OCC(=O)Nc2c(F)cccc2F)ccc1F | 9 | -5 | -0.9 | x | -10 | 6 | 1 | -5 | -10 | -9 | 2
CN1CCc2c(sc(N)c2C(=O)O)C1 | 11 | 2 | -0.6 | -4 | 8 | -6 | 1 | 2 | -14 | 5 | 2
O=C1c2ccccc2C(=O)c2c1cccc2N1CCCC1 | -58 | -8 | 0.7 | -1 | -1 | -11 | 1 | 5 | -21 | 6 | -24
CCN(CC(=O)Nc1c(F)cccc1F)C(=O)Cc1csc(-c2ccc(OC)c(OC)c2)n1 | -1 | -2 | -0.4 | -6 | 10 | -9 | 2 | -2 | -16 | 5 | -5
COc1ccc(Br)c(C(=O)Nc2cccc(S(=O)(=O)N3CCOCC3)c2)c1 | 10 | 3 | -0.4 | -7 | 4 | 9 | 1 | -3 | 13 | 1 | 12
CCOC(=O)C1=C(C)N(c2ccccc2)C(=O)/C1=C\c1cccs1 | -10 | 0 | 0.4 | -6 | 4 | -3 | -2 | 3 | -16 | 3 | 2

High-throughput results deposited in PubChem BioAssay by several laboratories.
